TCR-CD3 inh – inhibitors of human TCR-CD3 interaction. TAMRA-labeled TCR probe fluorescence, biochemical. inhibition, % at 9.4 µM. hit rate 0.37% among 360,000. AID 651800; in the data active = inhibition above about 19%;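 note: recombinant mutant TCR 2C K166C tagged with TAMRA read by polarization; 0% = receptor in buffer alone and 100% = receptor with positive control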
MBD2 DNA inh – blocks human MBD2 binding to methylated DNA; TR-FRET, MBD2 binding to methylated oligonucleotide; Q9UBB5; AID 686964; hit rate 0.31% among 370,000; inhibition, % at 4.4 µM; in the data active = inhibition above about 13%
HTRA1 inh – blocks human HTRA1 serine peptidase; inhibition, % at 5.96 µM; hit rate 0.5% among 340,000; Q92743; recombinant HTRA1, FP-rhodamine activity-based probe, fluorescence polarization; in the data active = inhibition above about 36%;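 note: 0% = enzyme with DMSO and 100% = wells lacking enzyme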
PRMT1 inh – blocks human protein arginine methyltransferase 1; Q99873; recombinant PRMT1, activity-based probe fluorescence polarization; inhibition, % at 2.79 µM; hit rate 1.3% among 370,000;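 active = inhibition above about 21% made by adding two undisclosed values, limit read from the data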
UHRF1 binding – blocks human UHRF1 binding to methylated DNA. UHRF1 binding to methylated oligo, TR-FRET. inhibition, % at 4.4 µM. hit rate 0.75% among 370,000; in the data active = inhibition above about 21%;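 note: UHRF1 SRA domain binding a hemimethylated CpG hairpin DNA probe; 0% = median of test compound wells and 100% = reference inhibitor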
Target sequence (Q96T88 whole entry, looked up, the tested form may be a part): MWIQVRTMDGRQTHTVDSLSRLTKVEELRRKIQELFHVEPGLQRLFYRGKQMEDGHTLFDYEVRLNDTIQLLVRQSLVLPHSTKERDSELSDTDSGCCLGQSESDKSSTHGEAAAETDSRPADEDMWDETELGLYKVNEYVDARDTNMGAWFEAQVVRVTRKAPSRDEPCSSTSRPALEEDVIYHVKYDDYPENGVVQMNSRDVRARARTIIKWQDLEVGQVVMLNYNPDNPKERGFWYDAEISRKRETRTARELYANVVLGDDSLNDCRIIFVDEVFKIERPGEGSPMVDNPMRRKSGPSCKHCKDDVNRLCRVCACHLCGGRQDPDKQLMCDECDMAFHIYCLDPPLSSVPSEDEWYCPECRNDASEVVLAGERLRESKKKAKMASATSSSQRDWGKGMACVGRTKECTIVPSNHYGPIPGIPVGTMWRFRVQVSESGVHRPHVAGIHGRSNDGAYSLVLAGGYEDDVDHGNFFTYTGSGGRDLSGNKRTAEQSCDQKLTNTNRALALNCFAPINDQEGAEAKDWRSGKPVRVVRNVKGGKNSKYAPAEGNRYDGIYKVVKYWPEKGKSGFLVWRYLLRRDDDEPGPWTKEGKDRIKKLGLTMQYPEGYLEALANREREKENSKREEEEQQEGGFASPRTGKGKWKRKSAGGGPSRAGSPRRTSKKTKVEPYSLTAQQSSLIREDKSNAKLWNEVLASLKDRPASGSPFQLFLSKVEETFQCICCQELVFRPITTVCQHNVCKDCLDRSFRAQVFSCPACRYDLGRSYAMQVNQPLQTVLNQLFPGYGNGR
LEDGF integ inh – blocks HIV-1 LEDGF/p75-dependent DNA integration; TR-FRET IN-LEDGF/p75 DNA integration, Eu/Cy5; inhibition, % at 3.7 µM; hit rate 0.64% among 370,000; AID 743269;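 active = inhibition above the screen-wide mean plus 3 SD, cut at about 13% in these data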;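 note: signal is the Cy5 over europium emission ratio at 671 and 618 nm; 0% = plate median of compound wells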
rCAG binder – binds r(CAG) RNA repeats | inhibition, % at 3 µM | r(CAG) RNA repeat, TO-PRO-1 dye displacement fluorescence | hit rate 1.3% among 370,000;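 active = inhibition above the plate cutoff, the mean of all test compounds on that plate plus 3 SD, cut at about 35% in these data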;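 note: 0% = DMSO alone and 100% = 100 µM mitoxantrone as full dye displacement; higher means more dye released from RNA so lower well fluorescence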
ABHD4 inh – ABHD4 (mouse) inhibition, primary FP screen. inhibition, % at 8.92 µM. AID 720543. hit rate 0.54% among 370,000. purified mABHD4, FP-Rh probe fluorescence polarization. Q8VD66;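 active = inhibition exceeding the mean over every tested compound plus 3 SD, cut at about 30% in these data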;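 note: 0% = plate median of compound wells and 100% = S159A mutant with DMSO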
Target sequence (Q8VD66 whole entry, looked up): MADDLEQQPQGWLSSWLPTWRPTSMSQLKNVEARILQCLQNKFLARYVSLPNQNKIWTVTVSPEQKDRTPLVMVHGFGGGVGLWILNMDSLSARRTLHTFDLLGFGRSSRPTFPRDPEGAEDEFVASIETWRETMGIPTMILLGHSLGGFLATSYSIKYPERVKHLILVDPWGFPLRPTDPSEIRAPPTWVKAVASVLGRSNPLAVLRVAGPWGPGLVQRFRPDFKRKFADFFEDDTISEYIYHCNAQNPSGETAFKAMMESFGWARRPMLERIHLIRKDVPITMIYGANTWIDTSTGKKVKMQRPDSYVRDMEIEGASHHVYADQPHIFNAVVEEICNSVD
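System: mouse ABHD4 enzyme, wild type / Medium: HEPES pH 7.0, NaCl, Pluronic buffer / Reagent: FP-Rh activity-based fluorescent probe / Control set: S159A mutant high control, sample median low control / Detection: fluorescence polarization with parallel and perpendicular emission, 525/598 nm / Schedule: 45 min + 60 min at 25 °C / Compound dosing: 8.92 µM, single dose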
Rev-erbA mod – Rev-erb alpha (human) modulation | AID 1259318 | Rev-erbα–FITC-DNA binding, fluorescence polarization, 90 min | activity, % at 10 µM | P20393 | hit rate 0.79% among 370,000;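 active = activity above about 14%, limit read from the data; passing the limit was not always enough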;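 note: 0% = DMSO wells with 35 nM protein and 100% = DMSO wells with 750 nM protein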
PG9 Ab binder – PG9 antibody binding by small molecule; TR-FRET gp120-PG9 antibody binding; inhibition, % at 6.7 µM; hit rate 0.43% among 360,000; in the data active = inhibition above about 8.5%
The depositor's hits bear a star; nt = no result given; & = joins results of further samples. Some of the compounds tested; count on the stated rates, not on these rows.

SMILES	TCR-CD3 inh	MBD2 DNA inh	HTRA1 inh	PRMT1 inh	UHRF1 binding	LEDGF integ inh	rCAG binder	ABHD4 inh	Rev-erbA mod	PG9 Ab binder
CCc1cccc(NC(=O)C2CCCN(c3cnccn3)C2)c1 (stereo not drawn)	9	0	2	-4	0	1	-1	-5	-2	0.9
COC(=O)NC1(C(F)(F)F)NC(=O)N(C2CCCCC2)C1=O (stereo not drawn)	4	-6	6	-3	4	-4	2	-8	-1	3.9
COc1ccc(OC)c(N(CC(=O)NCCSc2ccccc2)S(C)(=O)=O)c1	2	-3	6	-1	-4	-2	-6	-9	3	-3.3
O=C(COC(=O)c1cc([N+](=O)[O-])ccc1NCCO)Nc1cccnc1Cl	-8	-6	-2	-1	-3	-4	3	-1	6	0.0
O=[N+]([O-])c1ccc(Sc2ncc3ccccn23)nc1	8	0	5	2	-2	-6	1	-1	-6	-0.8
O=C(O)c1cccc(-n2cccc2/C=C2/NC(=O)N(c3ccc(Cl)cc3)C2=O)c1	36*	101*	11	32*	103*	83*	72*	4	-18	-2.2
CNC[C@H]1Oc2c(NS(=O)(=O)c3ccc(F)cc3)cccc2C(=O)N([C@H](C)CO)C[C@@H]1C	3	-4	-3	-2	0	-3	-1	3	1	1.0
O=C1CCC/C=C\C[C@@H](CC(=O)N(CCO)Cc2ccccc2)C(=O)N[C@H](Cc2c[nH]c3ccccc23)CO1	-5	-6	1	-4	-3	2	3	-6	-4	1.2
CCC(=O)N1CCCc2ccccc21	4	-5	2	-7	-1	4	1	3	0	-1.4
COc1ccccc1C(=O)NC(=S)Nc1ccc(N2CCCC2)cc1	8	-5	4	-4	-2	2	6	8	-8	-0.1
O=C(Cn1cc([N+](=O)[O-])ccc1=O)N1CCCc2ccccc21	-1	-4	5	4	0	1	0	4	-3	0.0
Cc1ccc(NC(=O)c2cnccn2)c(OC(F)F)c1	7	-1	5	-2	-1	-1	1	8	-1	1.1
N#CCC[C@@H]1CC[C@]2(CCCN(S(=O)(=O)C3CCCCC3)C2)O1	nt	-3	nt	-3	-1	1	3	1	-1	nt
O=C(O)/C=C/C(=O)NNC(=O)c1cc(-c2ccccc2)n[nH]1	7	-2	-2	21	-2	0	14	7	2	0.0
O=C(NCCCN1CCOCC1)c1cc2c([nH]c3ccccc32)c(-c2cccc(Br)c2)n1	8	1	-69	-2	0	2	2	-4	0	-0.7
COc1ccc(CCNC(=O)c2ccncc2)cc1OC	12	-4	8	-4	-2	-2	4	-1	-5	-0.6
C#CCCOC(=O)N1C2=NC(C(=O)OC)=C(C(=O)OC)[C@@H]3N(C)c4ccccc4[C@]23C[C@H]1CO	-2	-1	0	-1	-1	-1	5	-2	-4	-0.2
CCOC(=O)C1=C(COC(=O)Cc2c(F)cccc2Cl)NC(=O)NC1C (stereo not drawn)	-4	-5	-7	5	2	-1	-9	0	2	-0.9
O=C(CC1S/C(=N/N=C/c2ccco2)NC1=O)Nc1cccc(Cl)c1Cl (stereo not drawn)	0	-6	3	22*	-5	1	30	-2	2	-0.6
Cc1cccc(CSc2nc3ccncc3n2CC(=O)Nc2cc(C)cc(C)c2)c1	1	-2	-22	-2	1	-1	5	-9	29*	-2.1
C/C(=C\c1ccccc1)C(=O)NCCc1ccccc1	2	-3	-7	-2	7	3	-4	-2	2	-1.2
C/C(=N\NC(=O)c1ccc2c(c1)OCO2)c1ccco1	1	-5	-3	3	1	-4	1	5	1	-1.9
Cc1ccc(C(=O)NCc2ccc(Cl)c(Cl)c2)o1	-1	-8	0	-3	-1	0	-2	-5	6	-0.4
Cn1cc(C=O)c2ccccc21	1	1	1	4	1	-6	1	-3	-8	2.9
COc1ccccc1C(=O)OCC(=O)Nc1ccc(Cl)cn1	7	-1	-12	2	0	-2	-2	5	-6	1.1

Looked up by structure from the entries so far (2):
SMILES	TCR-CD3 inh	MBD2 DNA inh	HTRA1 inh	PRMT1 inh	UHRF1 binding	LEDGF integ inh	rCAG binder	ABHD4 inh	Rev-erbA mod	PG9 Ab binder
O=C(Cn1cc([N+](=O)[O-])ccc1=O)N1CCCc2ccccc21	-1	-4	5	4	0	1	0	4	-3	0.0
Cc1ccc(NC(=O)c2cnccn2)c(OC(F)F)c1	7	-1	5	-2	-1	-1	1	8	-1	1.1

Compound profiles (already shown). Order of screens: TCR-CD3 inh	MBD2 DNA inh	HTRA1 inh	PRMT1 inh	UHRF1 binding	LEDGF integ inh	rCAG binder	ABHD4 inh	Rev-erbA mod	PG9 Ab binder
C#CCCOC(=O)N1C2=NC(C(=O)OC)=C(C(=O)OC)[C@@H]3N(C)c4ccccc4[C@]23C[C@H]1CO is listed with -2	-1	0	-1	-1	-1	5	-2	-4	-0.2
O=C(CC1S/C(=N/N=C/c2ccco2)NC1=O)Nc1cccc(Cl)c1Cl (stereo not drawn) is listed with 0	-6	3	22*	-5	1	30	-2	2	-0.6

The results go on:
SMILES	TCR-CD3 inh	MBD2 DNA inh	HTRA1 inh	PRMT1 inh	UHRF1 binding	LEDGF integ inh	rCAG binder	ABHD4 inh	Rev-erbA mod	PG9 Ab binder
CCOc1ccc(/C=N\NC(=O)CC(=O)NCCc2ccccc2)cc1	-6	1	2	-3	8	-1	-5	-4	3	-1.7
CN(Cc1ccccc1)C1=CC(=[N+]2CCCC2)CC(C)(C)C1	5	3	7	1	0	0	-2	-9	7	-1.6
CCNC(=O)c1sc2cc(C)ccc2c1Cl	2	-1	-7	0	2	0	-9	-1	-2	-0.7
CC1CC(C)CN(CCCNC(=O)CN2C(=O)c3cccnc3Oc3ccccc32)C1 (stereo not drawn)	-4	3	10	0	1	1	-4	-2	9	0.5
CCCN(C(=O)C1CCN(S(=O)(=O)c2ccc(OC)c(OC)c2)CC1)C1CCS(=O)(=O)C1 (stereo not drawn)	-3	0	-3	4	2	-5	-1	4	1	0.2
CC1=C(C(=O)N2CCCC(N3CCN(c4cccc(C(F)(F)F)c4)CC3)C2)OCCO1 (stereo not drawn)	0	0	-1	-3	1	0	-9	0	-5	-3.0
CC(C)N(Cc1ccccc1)S(=O)(=O)c1ccc(Cl)nc1	-9	6	-5	2	3	4	-5	-13	7	1.2
c1csc(Cc2nn3c(-c4n[nH]c5c4CCC5)nnc3s2)c1	5	-1	4	1	-4	-2	9	4	-12	-1.6
N/C(=N/O)c1cccn1Cc1ccccc1[N+](=O)[O-]	-2	2	-5	4	2	-4	-1	3	2	-0.2
CCCC1S/C(=N/N=C/c2cccs2)NC1=O (stereo not drawn)	5	0	4	3	0	-4	3	0	1	-3.6
CC(C)CN1C(=O)c2ccc(NC(=O)c3cccs3)cc2C1=O	1	2	-32	1	2	-4	4	-5	-3	1.1
Cc1c[nH]c2cccc(-c3cccc4ccccc34)c12	nt	11	nt	6	1	-3	6	-24	3	nt
O=C(Nc1c2c(nn1-c1ccccc1)CS(=O)(=O)C2)c1ccc(Br)o1	2	1	3	2	1	0	3	8	-3	-0.8
Cc1ccc(S(=O)(=O)N(C)C[C@@H]2Oc3ccc(NC(=O)CCC(F)(F)F)cc3CC(=O)N([C@@H](C)CO)C[C@@H]2C)cc1	5	0	-5	-1	4	-1	-6	0	0	-1.2
Nc1cccc(-n2nncc2-c2ccccc2)c1	-3	4	2	1	2	0	-3	10	-10	-0.4
Cc1cccc(N2CC(C(=O)OCC(=O)c3c(N)n(CC(C)C)c(=O)n(C)c3=O)CC2=O)c1C (stereo not drawn)	-9	7	-2	4	0	2	-9	-3	3	-1.5
Cc1ccc([N+](=O)[O-])cc1N(CC(=O)N1CCCCC1)S(C)(=O)=O	9	0	4	-3	-2	-2	-1	1	1	-2.3
COc1cccc(NC(=O)CN(C)CC(=O)c2c(C)[nH]c3ccccc23)c1	4	-6	-19	5	-1	1	2	-2	-2	-2.2
CC1(C(=O)NS(=O)(=O)c2ccccc2OC(F)(F)F)CCN1C(=O)Cc1ccccc1 (stereo not drawn)	5	-10	nt	1	1	-1	6	-1	3	1.8
CCOC(=O)N1CCN(C(=O)c2ccccc2N(Cc2ccccc2)S(=O)(=O)c2ccc(OC)cc2)CC1	9	-5	-8	-1	-5	0	-7	-3	2	1.7
CC1(C)CC(=O)C=C(c2ccc3ccccc3c2)C1	1	6	-11	0	0	2	-4	5	0	0.1
O=C(NCc1cccs1)c1cc(-c2ccccc2)nn1CC1CC(c2cccc([N+](=O)[O-])c2)=NO1 (stereo not drawn)	0	4	-40	2	3	1	17	-50	-2	-0.1
CCCCCOc1ccc(N2C(=O)C(C)CNC2=S)cc1 (stereo not drawn)	5	1	nt	3	-1	-4	4	0	3	-0.8
Cc1ccc(C(=O)Nc2cccc(C(=O)NCc3ccco3)c2)cc1	3	4	-9	0	0	-4	1	-13	-4	-3.1
O=C(O)C(CCCCNS(=O)(=O)c1ccc(F)cc1)NS(=O)(=O)c1ccc(F)cc1 (stereo not drawn)	-3&3	-3&-3	1&5	0&-3	2&-1	-1&0	10&8	3&0	2&7	-0.3&-0.8
(list continues)
SMILES	TCR-CD3 inh	MBD2 DNA inh	HTRA1 inh	PRMT1 inh	UHRF1 binding	LEDGF integ inh	rCAG binder	ABHD4 inh	Rev-erbA mod	PG9 Ab binder
COc1ccc(S(=O)(=O)Nc2ccc3c(c2)C(=O)N([C@@H](C)CO)C[C@H](C)[C@H](CN(C)CC2CC2)O3)cc1	0	3	-4	-2	0	-3	-8	-1	-3	-0.5
OCCSc1ncnc2c1oc1ccccc12	-8	-2	-3	3	-2	1	1	-2	0	-4.8
O=C(Nc1ccc(N2CCN(C(=O)c3cccs3)CC2)cc1)c1cccnc1Cl	0	6	2	-6	0	-1	0	2	-2	-4.3
CCOc1ccccc1N1CCN(C(=O)c2c(-c3ccccc3Cl)noc2C)CC1	-8	-2	4	0	-3	2	-1	0	-6	0.8
OCC1(CCc2ccccc2)CCN(C/C=C/c2ccccc2)CC1	6	-3	-1	-1	0	0	-6	2	6	-3.0
CN(Cc1ccc(C(C)(C)C)cc1)C(=O)c1ccc2c(=O)n3c(nc2c1)CCC3	-4	6	-20	2	0	-5	-5	-8	0	1.3
CCc1nnc(NC(=O)CN2CCN(Cc3cccc(OC)c3)CC2)s1	0	0	-1	-1	-1	-4	-6	3	-3	-0.8
COc1ccc(S(=O)(=O)N2CCC(C(=O)Nc3ccc4c(c3)OCCO4)CC2)cc1OC	-3	3	-3	2	6	3	-1	1	0	-1.0
CCOc1cc(/C=N/NC(=O)CN2CCOCC2)ccc1OCc1ccc(Cl)cc1	-5	2	-3	0	-1	2	-7	-5	-1	-0.3
CCn1cc(C2=NC(C)CO2)c2ccccc21 (stereo not drawn)	1	4	3	5	4	-3	-4	6	-6	0.8
COc1cccc2ccc(CC(O)(c3ccccc3)c3ccccc3)nc12	5	-10	-27	-5	-1	2	-1	-7	-9	-1.3
COCCn1c(SCC(=O)OC(C)C)nnc1-c1ccccc1	-5	-5	4	-5	3	1	1	-7	-3	-0.7
Cc1ccc(N2CC(C(=O)Nc3cccc(C(=O)NC4CC4)c3)CC2=O)cc1 (stereo not drawn)	-2	-2	-4	5	1	-1	4	3	1	0.9
COC(=O)C1=C(C)N=c2s/c(=C/c3cccs3)c(=O)n2C1c1ccc(F)cc1 (stereo not drawn)	3	-6	-13	6	-3	-2	8	-2	2	-1.7
Cc1ccc(CNC(=O)CCNC(=O)Cn2ccc3ccccc3c2=O)cc1	-2	-1	13	1	-1	-2	-3	6	-3	0.0
COc1ccccc1C(=O)Nc1nc(-c2ccc3c(c2)OCCO3)cs1	0	-5	-46	4	4	5	6	-8	-5	1.4
CCOc1ccc(NC(=O)NCCCn2c(C)nc3cc(C)c(C)cc32)cc1	5	1	0	0	-1	-2	-6	0	1	-1.1
COc1ccccc1Cc1c(-c2cccc(Br)c2)nc2c(C)cc(Br)cn12	8	-8	nt	-1	3	0	17	-10	5	2.2

Screening data from PubChem.
